High-throughput results as filed in PubChem.
Anesthetic bind: qHTS Assay for Identification of Novel General Anesthetics. Potency, µM (series often up to 77.5 µM), inactives show at the top dose activity change, negative = displacement, most hits filed as inhibitors. apoferritin/1-aminoanthracene competitive binding, fluorescence. AID 485281, 2010. 350,000 compounds, 0.074% hits; note: % is set by controls: 0 for no effect and ±100 for the full control effect; nearly all actives have a fitted effect of over 20% in size
Target sequence (P02791 2-175 limits assumed): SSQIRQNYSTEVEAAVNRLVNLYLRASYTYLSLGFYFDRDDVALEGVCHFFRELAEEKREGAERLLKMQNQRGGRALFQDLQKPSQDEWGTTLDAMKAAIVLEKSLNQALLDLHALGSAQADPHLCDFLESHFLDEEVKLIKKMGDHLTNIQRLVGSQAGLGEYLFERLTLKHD
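In PBS, apoferritin at 10 uM is loaded with 1-AMA from a 50% saturated solution. After 10 min of compound exposure at ambient temperature, reduced 535 nm fluorescence indicates probe displacement.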
APEX1 inh: qHTS Assay for Inhibitors of the Human Apurinic/apyrimidinic Endonuclease 1 (APE1); DNA repair nuclease/redox regulator APEX1 (Homo sapiens), P27695; Potency, µM (series often up to 65.8 µM), inactives show at the top dose activity change, negative = inhibition, hits mostly inhibitors; recombinant APE1, TAMRA/BHQ-2 abasic DNA cleavage fluorescence; 350,000 compounds, 0.35% hits; AID 2517, 2012;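 note: plate controls were vehicle for no effect and reference inhibitor for full effect; nearly all actives have a fitted effect of over 55% in size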
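Kinetic fluorescence read (525 ex/598 em nm, three reads 60 s apart) of AP-site incision; signal = third minus first read. Enzyme 0.75 nM, dual-labelled THF duplex 50 nM, compound preincubation 15 min RT.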
Pol beta inh: qHTS Assay for Inhibitors of DNA Polymerase Beta; Pol beta primer extension/strand displacement, fluorescence kinetic; Potency, µM (titrated, usually from 114 µM), without a hit: at the highest dose activity change, negative = inhibition, hits mostly inhibitors; 340,000 compounds, 1.3% hits; AID 485314, 2010; note: % is set by controls: 0 for no effect and ±100 for the full control effect
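Preincubation: enzyme (10 nM) with compound, 15 min, RT. Reaction: substrate added to 50 nM final. Reads: 0 and 10 min. Analysis: normalized, Hill fit.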
BLM inh: qHTS Assay for Inhibitors of Bloom's syndrome helicase (BLM); RecQ-like DNA helicase BLM (Homo sapiens), P54132; recombinant BLM DNA unwinding, fluorescence dequenching; Potency, µM (titrated, usually from 56.1 µM), without a hit: top-dose activity change, negative = inhibition, hits mostly inhibitors; 350,000 compounds, 0.2% hits; AID 2528, 2010;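 note: plate controls were vehicle for no effect and no enzyme for full effect; nearly all actives have a fitted effect of over 35% in size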
POLH inh: qHTS for Inhibitors of Polymerase Eta; DNA polymerase eta (Homo sapiens), Q9Y253; recombinant Pol eta, fluorescent DNA replication assay; Potency, µM (top dose mostly 114 µM), inactives show at the top dose activity change, negative = inhibition, actives largely listed as inhibitors; 390,000 compounds, 1.2% hits; AID 588591, 2011; note: % is set by controls: 0 for no effect and ±100 for the full control effect
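Fluorescent replication assay: 50 nM final substrate added after a 15 min room-temperature compound preincubation with 10 nM enzyme. Signal taken at 0 min and again at 10 min.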
POLI inh: qHTS for Inhibitors of Polymerase Iota; DNA polymerase iota (Homo sapiens), Q9UNA4; Pol iota fluorescent replication assay, 10 min; Potency, µM (highest dose often 115 µM), without a hit: at the highest dose activity, negative = inhibition, hits mostly inhibitors; 390,000 compounds, 1% hits
Target sequence (Q9UNA4 whole entry, looked up): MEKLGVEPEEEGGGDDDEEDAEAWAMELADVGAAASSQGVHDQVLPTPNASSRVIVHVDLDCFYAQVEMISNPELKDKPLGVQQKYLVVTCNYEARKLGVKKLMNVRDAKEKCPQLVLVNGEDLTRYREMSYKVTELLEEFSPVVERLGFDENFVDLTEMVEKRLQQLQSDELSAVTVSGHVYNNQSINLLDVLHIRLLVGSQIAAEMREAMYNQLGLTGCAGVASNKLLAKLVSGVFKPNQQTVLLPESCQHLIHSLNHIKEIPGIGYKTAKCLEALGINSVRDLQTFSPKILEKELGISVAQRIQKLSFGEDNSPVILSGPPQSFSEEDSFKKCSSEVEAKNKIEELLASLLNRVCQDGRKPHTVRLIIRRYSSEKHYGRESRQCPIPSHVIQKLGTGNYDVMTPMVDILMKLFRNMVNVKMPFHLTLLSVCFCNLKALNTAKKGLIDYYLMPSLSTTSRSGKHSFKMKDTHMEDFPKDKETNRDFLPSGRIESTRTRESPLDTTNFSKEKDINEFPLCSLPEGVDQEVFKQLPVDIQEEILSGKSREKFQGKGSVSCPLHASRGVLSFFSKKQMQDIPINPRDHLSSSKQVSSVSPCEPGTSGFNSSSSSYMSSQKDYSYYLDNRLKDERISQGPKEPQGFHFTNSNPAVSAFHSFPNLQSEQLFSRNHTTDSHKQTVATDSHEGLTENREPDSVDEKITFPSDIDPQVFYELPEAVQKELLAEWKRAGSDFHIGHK
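Fluorescent replication assay read twice, at 0 min and 10 min after adding 50 nM (final) substrate. Enzyme (10 nM) and compounds were first incubated 15 min at room temperature; enzyme-free buffer wells were negative controls.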
G9a block: qHTS Assay for Inhibitors of Histone Lysine Methyltransferase G9a; AID 504332, 2011; G9a H3K9 monomethylation, AlphaScreen, 2 h; Histone-lysine N-methyltransferase EHMT2 (Homo sapiens), Q96KQ7; Potency, µM (highest dose often 102 µM), without a hit: at the top dose activity, negative = inhibition, most hits filed as inhibitors; 350,000 compounds, 8.8% hits; note: % is set by controls: 0 for no effect and ±100 for the full control effect; nearly all actives have a fitted effect of over 75% in size
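Methyltransferase reactions run at room temperature for 2 h (20 nM enzyme, 500 nM biotin-H3K9 peptide, 20 uM SAM) after a 15 min compound preincubation; product detected by AlphaScreen beads and anti-H3K9me1 antibody.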
BAZ2B block: qHTS Assay for Inhibitors of BAZ2B | AlphaScreen BAZ2B-H3K14Ac peptide displacement | 360,000 compounds, 4.4% hits | Bromodomain adjacent to zinc finger domain protein 2B (Homo sapiens), Q9UIF8 | Potency, µM (top dose mostly 114 µM), without a hit: at the top dose activity change, negative = inhibition, hits mostly inhibitors; note: % is set by controls: 0 for no effect and ±100 for the full control effect; nearly all actives have a fitted effect of over 60% in size
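Protein-peptide AlphaScreen: BAZ2B 50 nM, b-H3K14Ac 50 nM, 1x PBS pH 7.4 + 0.01% Tween-20. Preincubation 30 min RT; cpd 30 min RT (top 110 uM); beads 20 min RT, light-protected.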
POLK inh: qHTS for Inhibitors of Polymerase Kappa; purified Pol kappa, fluorescent DNA synthesis assay, 10 min; Potency, µM (top dose mostly 107 µM), for the others: at the highest dose activity, negative = inhibition, hits mostly inhibitors; 400,000 compounds, 0.53% hits; DNA polymerase kappa (Homo sapiens), Q9UBT6; note: % is set by controls: 0 for no effect and ±100 for the full control effect
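First, compounds were pin-transferred onto 10 nM Pol kappa. After 15 min at room temperature, substrate was added to 50 nM final. Fluorescence was then measured kinetically at 0 and 10 min.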
Starred values were filed as active, the others as inactive; u = inconclusive; x = not tested or not shown; & = joins results of further samples; [ ] = remark or other dose. Calls come from the whole dose curve; as a rule, active = well fitted curve in the direction sought with a large enough effect; inconclusive = small, poorly fitted or top-dose-only effect, or another doubt; inactive = no such curve, though single readings can be large; an effect the other way counts as inactive or inconclusive. Potency is the fitted concentration of half-maximal effect. This is a subset. The share of hits here may be higher or lower than overall.

SMILES | Anesthetic bind | APEX1 inh | Pol beta inh | BLM inh | POLH inh | POLI inh | G9a block | BAZ2B block | POLK inh
CCN(CC)C(=O)CC(c1cc(OC)c(OC)c(OC)c1)c1c(O)cc(OC)cc1OC (centres undefined) | -17.7%&-3.9% | u | 6.4% | -2.4%&-0.3% | -6.4% | 0.1%&24.1% | 18.3%[12.7 µM] | 0.6% | 16.9%&-13.4%
COc1cc(C(=O)N/N=C/c2coc3ccccc3c2=O)cc(OC)c1OC | u | 35.7% | 1.3% | -4.8% | -15.1% | u | u | -1.3% | 4.8%[60.1 µM]
Cc1cnc(NC(=O)Nc2ccccc2)c(C)n1 | 6.6% | 37.7% | -23.2% | -2.6% | -14.2% | -20.5% | -6.6% | -2.2% | 7.3%
O=C(COC(=O)C1CC1)Nc1nc(-c2ccc(F)c(F)c2)cs1 | x | 6.2% | x | x | 2.3% | 17.5% | 2.8% | 7.7% | 5.8%
Cc1ccc(OCC(=O)Nc2ccc(NC(=O)c3ccccc3)cc2)cc1C | 1.3% | -0.9% | 16.0% | -1.4% | 2.8% | -17.3% | -5.2% | 3.9% | 9.4%
CCOC(=O)[C@H]1[C@H]2COc3ccc(Br)cc3[C@@H]2N2C(=O)CN(Cc3ccccc3)C(=O)[C@@]12C | x | 1.3% | x | x | -22.4% | 28.5% | 3.9%[0.501 µM] | -2.6% | 4.6%
Cn1c(SCC(=O)NC(=O)CN2CCCC2=O)nnc1-c1ccc(F)cc1 | -1.2% | -5.3% | -11.1% | -0.8% | -12.2% | 13.6% | 7.8% | -0.8% | 4.4%
COc1ccc(CCNC(=O)c2ccccc2N(C)S(=O)(=O)c2ccccc2)cc1 | -2.4% | 13.8% | -3.8% | -8.4% | -10.8% | 3.9% | 8.7%[59 µM] | 4.9% | -17.2%
Nc1nc(COC(=O)CCC(=O)c2ccc(Cl)cc2)nc(Nc2ccccc2)n1 | x | -1.1% | x | x | -9.0% | -16.8% | -13.5%[59 µM] | u | -5.7%
COc1ccc(NC(=O)C2CC(=O)NC3=C2C(=O)CC(C)(C)C3)cc1 (centres undefined) | -5.5% | -2.9% | -1.6% | 2.0% | -4.1% | 3.4% | 81.6%[activator][59 µM] | -22.7% | 8.5%
Cc1cc(Br)c(OCC(=O)NN)c2c1CCC2 | -10.0% | -7.5% | -2.7% | -2.6% | 4.5% | u | -1.5% | 0.7% | -13.7%
COc1ccc(CN2CCCC(CO)(Cc3cccc(Cl)c3)C2)cc1OC (centres undefined) | -1.8% | 12.9% | 17.1% | 2.0% | -7.7% | 49.8%[activator] | 4.6% | -1.4% | -8.6%
COC(=O)c1ccc(C2OCC(C)(C)CO2)cc1 | -22.7% | 9.8% | 5.0% | -8.1% | -6.1% | 118.0%[activator] | 6.4% | 1.0% | -4.1%
Cc1ccc2c(c1)COc1c3ccc(C(=O)NCC4CC4)cc3nn1-2 | -6.8% | -1.5% | 1.4% | 0.4% | -10.0% | 24.1% | -7.3%[59 µM] | -2.9% | 3.9%
CCNc1ccccc(C(=O)/C=C/c2ccc3c(c2)OCO3)c1=O | -1.3% | -9.5% | 56.2µM* | -21.2% | 10µM* | u | 5.01µM* | 44.7µM* | 25.1µM*
O=C(Nc1nccs1)c1cccc(S(=O)(=O)N2CCOCC2)c1 | -11.7% | 4.7% | 12.4% | 0.4% | -6.1% | 9.2% | 20.3%[59 µM] | x | 0.5%
COc1cc(OC)c(C=O)c(OC(=O)N2CCOCC2)c1 | -1.5% | 1.2% | 11.7% | 1.9% | -19.4% | 33.7%[activator] | 8.7%[0.501 µM] | 14.0% | -0.7%
CCc1sc(N)nc1-c1ccccc1 | -2.3% | 24.2% | 2.2% | 0.3% | -11.7% | 32.3%[activator] | u | u | 0.6%
Cc1ccc2oc(=O)c3cc(C(=O)NCCN4CCc5ccccc5C4)sc3c2c1 | u | 8.7% | -0.8% | 61.5%[activator] | 2.6% | 3.7% | 50.1µM* | -28.1% | -3.7%
COc1ccc(NC(=O)N2c3ccc(OC)cc3C(C)=CC2(C)C)cc1 | 33.0%[activator] | 1.2% | 2.9% | 3.2% | -1.7% | u | 50.1µM* | 44.7µM* | -3.3%
CC1(C)CC(=O)C(N=Nc2ccc(Cl)cc2)=C(O)C1 | 4.5% | 3.2% | -0.1% | 4.1% | -19.0% | -14.0% | 5.8% | 1.7% | -1.2%
COc1ccc(CNC(=O)COC(=O)[C@H](Cc2ccccc2)NC(=O)c2cccs2)cc1 | x | 11.7% | x | x | -13.5% | 0.8% | x | x | 10.1%
CCC[C@@H]1CCCO[C@@](C(=O)NCCN2CCOCC2)(C(F)(F)F)C1 | -2.9% | -1.2% | x | 2.8% | -23.8% | 43.5%&3.7%[activator] | x | x | -0.2%&-20.6%
Cc1sc(NC(=O)c2ccc(Cl)s2)c(C(N)=O)c1C | 1.3% | -0.8% | 1.6% | -3.8% | -1.1% | -10.5% | 11.4%[59 µM] | 15.8% | -5.0%
CC(NC(=O)c1ccc(C(=O)c2ccccc2)cc1)c1ccc(S(N)(=O)=O)cc1 (centres undefined) | x | -8.8% | x | x | -2.4% | -0.9% | -32.6% | 9.2% | -7.0%
SMILES | Anesthetic bind | APEX1 inh | Pol beta inh | BLM inh | POLH inh | POLI inh | G9a block | BAZ2B block | POLK inh
Cc1nc(N2CCC(C)CC2)c2c(C)c(C(=O)Nc3ccccc3C(F)(F)F)sc2n1 | -10.5% | -3.6% | 5.6% | -10.5% | u | -4.0% | 23.3% | 9.9% | -9.7%
C[C@H](CO)N1C[C@H](C)[C@@H](CN(C)C(=O)Nc2ccccc2)Oc2c(NC(=O)Nc3ccccc3)cccc2C1=O | x | 3.9% | x | x | -17.1% | 20.2% | x | x | -4.0%
COc1ccc(C)cc1NC(=O)Nc1ccccc1SC | -3.6% | -2.4% | 31.7% | -2.5% | -3.6% | 56.9%[activator] | x | -2.0% | -2.2%
Cc1ccc(SCC(=O)OCC(=O)NC(C)c2ccc(Br)cc2)cc1 (centres undefined) | -0.8% | 24.7% | 0.6% | -9.5% | -25.3% | -10.3% | 98.1%[activator] | 30.2%[activator] | -2.4%
COc1ccc2nc(CCN(C)C(=O)C3CCC(=O)N(Cc4cccc(F)c4)C3)[nH]c2c1 (centres undefined) | -6.2% | -7.4% | -0.2% | -7.3% | -12.4% | 122.5%[activator] | 7.4% | 50.1µM* | -5.8%
COC(C(=O)NNC(=O)CCc1ccccc1)c1ccccc1 (centres undefined) | -8.0% | 2.8% | 20.9% | -6.0% | -13.7% | -2.1% | 4.1% | -10.6% | 2.7%
Cc1nc(SCC(=O)NC2CCCC2)c2c(C)c(C)sc2n1 | -8.4% | 14.4% | 49.1% | -0.7% | -16.2% | 31.2%[activator] | 50.6% | 5.1% | 0.9%
Cc1ccc(N(C)C(=O)c2cc(S(=O)(=O)N3CCc4ccccc43)cn2C)cc1 | 6.3% | 26.7% | u | -5.1% | -12.3% | -14.8% | -28.1% | -32.4% | -11.2%
CCOc1ccc(-c2c(C(=O)N/N=C/c3sccc3C)nnn2-c2nonc2N)cc1 | 6.7% | 6.1% | 0.6% | -6.4% | -24.4% | 17.1% | 15.3% | -21.1%[57.1 µM] | -9.3%
COc1ccc(N2CCN(S(=O)(=O)c3c[nH]c(=O)[nH]c3=O)CC2)cc1 | x | -0.5% | x | x | -5.5% | 82.5%[activator] | u | -9.1% | -5.9%
O=C(COC(=O)c1ccc(F)cc1)Nc1ccc(Cl)cn1 | -2.8% | 4.3% | 9.2% | -0.7% | -1.7% | 23.5% | 4.3% | 0.8% | 0.4%
COc1ccc(CCNC(=O)C2CC=CCC2C(=O)O)cc1 (centres undefined) | -7.3% | 4.6% | 4.0% | -0.5% | -6.6% | 5.7% | 104.9%[activator] | -5.3% | 1.3%
CCN(CC)S(=O)(=O)c1ccc(NC(=O)c2c(-c3ccccc3)noc2C)cc1 | -11.5% | -6.4% | 4.2% | -6.1% | -14.5% | 20.7% | 16.9% | 7.9% | -25.6%
CCCOc1ccc(Cn2c(C)nc([N+](=O)[O-])c2SCC(O)COC)cc1[N+](=O)[O-] (centres undefined) | -14.9% | -9.5% | 43.6% | -2.8% | 4.9% | 10.3% | -6.8%[12.7 µM] | 6.1% | -22.6%
COc1ccc(NC(=O)CSc2nc3c(oc4ccccc43)c(=O)n2Cc2ccco2)cc1Cl | 3.8% | x | 25.6% | -10.6% | -11.4% | 12.1% | 23.3%[59 µM] | 3.7% | -10.1%
